Compound activity (PubChem BioAssay)
CTSL1 counter: cathepsin L1 inhibition, PFM18AAP counter-screen. recombinant F. hepatica cathepsin L1, Z-Leu-Arg-MCA fluorescence. inhibition, % at 5.96 µM. AID 1906. hit rate 0.49% among 300,000;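 active = inhibition above the mean of all tested compounds plus 3 SD, set per screening campaign, cut at about 17% in these data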;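 note: 0% = plate median of test compound wells and 100% = 1 µM Z-Phe-Ala-diazomethylketone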
CR mimetic SO: lowers age-related superoxide in aged yeast cells; S. cerevisiae aged cells, superoxide DHE fluorescence; hits give low values; superoxide response (% of plate mean), % at 10 µM; hit rate 0.18% among 330,000;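 active = superoxide response under a set limit, about three screen SD below normal, cut at about 65% in these data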;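 note: yeast aged for seven days with compound at 30 °C before DHE staining; 100% = average MFI of all compound-treated wells on the plate with controls excluded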
EBNA-1 inh: blocks EBNA-1 binding to DNA | inhibition, % at 14.8 µM | EBNA-1 DNA binding, fluorescence polarization | hit rate 0.34% among 300,000; in the data active = inhibition above about 28%
PP1 inh: counter-screen for PP5 inhibitors: inhibitors of human PP1-alpha. P62136. purified PP1alpha, OMFP fluorescence. inhibition, % at 6.7 µM. hit rate 0.9% among 320,000. AID 2235;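 active = inhibition above the mean inhibition of all tested compounds plus 3 SD, computed separately for each screening campaign, cut at about 15% in these data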
Target sequence (P62136 whole entry, looked up): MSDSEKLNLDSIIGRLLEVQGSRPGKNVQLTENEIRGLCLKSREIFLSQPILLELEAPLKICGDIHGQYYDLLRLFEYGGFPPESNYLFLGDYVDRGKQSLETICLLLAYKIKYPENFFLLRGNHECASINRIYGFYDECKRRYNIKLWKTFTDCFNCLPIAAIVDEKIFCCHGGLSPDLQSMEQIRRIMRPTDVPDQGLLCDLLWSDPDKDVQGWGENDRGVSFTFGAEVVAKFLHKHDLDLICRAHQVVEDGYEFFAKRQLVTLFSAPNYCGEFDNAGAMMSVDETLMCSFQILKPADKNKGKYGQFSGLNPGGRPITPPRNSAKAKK
PP5 inh: PP5 (human) phosphatase inhibition; hit rate 0.18% among 320,000; P53041; AID 1987; purified PP5c, OMFP substrate fluorescence; inhibition, % at 6.7 µM;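 active = inhibition above the campaign's mean inhibition across all tested compounds plus 3 SD, cut at about 9.5% in these data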;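 note: 0% = DMSO only and 100% = 100 µM cantharidin control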
TPT1 inh: blocks Candida albicans tRNA 2'-phosphotransferase | recombinant caTPT1, FP RNA substrate dephosphorylation | inhibition, % at 5 µM | hit rate 0.81% among 300,000;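 active = inhibition above the mean of all tested compounds plus 3 SD, set per screening campaign, cut at about 24% in these data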;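 note: plate controls were DMSO alone for no effect and ferristatin control at 100 nM for full effect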
ZTA counter: counter-screen for EBNA-1 inhibitors: inhibitors of Epstein-Barr virus ZTA; P03206; AID 2234; inhibition, % at 11 µM; hit rate 0.15% among 320,000; ZTA-DNA binding, fluorescence polarization; in the data active = inhibition above about 33%
HCV core dimer: HCV core protein dimerization inhibition. TR-FRET GST/Flag-core106 dimerization, 1536-well. inhibition, % at 5 µM. hit rate 0.33% among 300,000. AID 1899;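 active = inhibition above the mean of all tested compounds plus 3 SD, set per screening campaign, cut at about 45% in these data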
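System – GST-tagged and Flag-tagged HCV core protein residues 1-106 · Repeats – one well for each compound · Technique – TR-FRET 671 and 617 nm emission · Doses – one concentration, 5 µM, in 0.5% DMSO · Times – 4 h, 22.5 °C incubation · Also added – Eu donor and XL665 acceptor anti-tag antibodies · Measure – percent inhibition of core106 dimerization signal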
GASC-1 inh: inhibitors of human GASC-1 (JMJD2C) demethylase | Q9H3R0 | GST-JMJD2C(1-420) H3K9me3 demethylation, DELFIA europium | inhibition, % at 2.35 µM | hit rate 0.069% among 330,000 | AID 2099;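 active = more than half of a compound's replicate wells show inhibition beyond 50%, single wells judged on their own value; inconclusive = some, but no more than half, of replicates pass 50% inhibition; inactive = no replicate passes 50% inhibition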;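 note: signal counts dimethyl H3K9 product captured on neutravidin plate; 0% = median of DMSO wells and 100% = 0.3 times that DMSO median; strong numbers were not always called active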
Target sequence (Q9H3R0 1-420 limits assumed): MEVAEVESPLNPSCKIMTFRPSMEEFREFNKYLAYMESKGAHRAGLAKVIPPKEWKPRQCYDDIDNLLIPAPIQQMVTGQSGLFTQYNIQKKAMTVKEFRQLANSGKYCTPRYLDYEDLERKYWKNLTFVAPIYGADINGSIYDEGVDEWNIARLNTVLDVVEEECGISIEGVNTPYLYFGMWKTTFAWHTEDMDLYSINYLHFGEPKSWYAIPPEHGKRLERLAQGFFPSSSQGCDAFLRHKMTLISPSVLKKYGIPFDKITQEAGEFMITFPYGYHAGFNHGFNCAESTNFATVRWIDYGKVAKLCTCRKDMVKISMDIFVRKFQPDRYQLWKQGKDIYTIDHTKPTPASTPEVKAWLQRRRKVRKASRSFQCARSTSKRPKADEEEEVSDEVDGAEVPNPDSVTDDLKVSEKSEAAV
The depositor's hits bear a star; ? = inconclusive; nt = no result given.

The line under a structure holds: CTSL1 counter	CR mimetic SO	EBNA-1 inh	PP1 inh	PP5 inh	TPT1 inh	ZTA counter	HCV core dimer	GASC-1 inh
- O=C(NCc1ccc(OC(F)(F)F)cc1)C1CC2Cn3c(nc4ccccc43)C2N1c1ccccc1 (centres undefined)
→ 0	105	10	1	-0.6	1	23	9	-2
- CN(CC(=O)Nc1cccc(F)c1)CC(=O)Nc1cc(S(=O)(=O)N2CCOCC2)ccc1Cl
→ nt	112	nt	-1	3.4	nt	3	nt	-4
- O=C(NNC(=S)Nc1ccc(Cl)cc1Cl)C1CC1
→ -3	106	0	-1	-1.6	0	-23	-14	3
- COCCCNC(=O)Cn1nnc(-c2ccccc2NC(=O)c2ccccc2F)n1
→ -1	100	4	-2	-1.4	-2	-7	-3	9
- Cc1ccc2c(c1)N(Cc1ccncc1)C(=O)C(C)O2 (centres undefined)
→ 2	92	0	-3	1.1	0	-3	-1	-19
- Nc1nc(-c2ccc3c(c2)OCCO3)cs1
→ -2	97	-6	2	1.0	-2	-8	1	10
- Cn1c(SCC(=O)NCc2ccccc2)nc2c([nH]c3ccccc32)c1=O
→ 6	95	-2	-1	-0.5	0	-17	5	-11
- Cn1c(N2CCCC2)nc2c1c(=O)n(Cc1ccc(F)cc1)c(=O)n2C
→ 0	105	-1	0	4.0	-3	13	2	4
- Cc1nc2c(C(=O)NCc3ccccc3)c[nH]n2c(=O)c1Cl
→ 4	103	6	2	-1.1	3	10	12	-1
- CCOC1(OCC)C(c2ccc(Cl)cc2)C(C#N)(C#N)C1(OCC)OCC (centres undefined)
→ 1	78	-7	0	-0.7	3	-3	2	2
- COc1ccc(Br)cc1CN1CCN(c2ncccn2)CC1
→ -1	95	-2	2	-1.3	5	1	-5	0
- Cc1ccc(C)c(N(C)C(=O)c2cc3c(=O)[nH]c4ccc(C)cc4c3s2)c1
→ 3	110	-1	2	0.6	-2	13	12	2
- COc1ccccc1CNCC(=O)Nc1ccccc1-n1cccc1
→ 5	91	-9	-1	0.4	-3	7	-3	-19
- CNC(=O)c1ccsc1NC(=O)c1coc2ccccc2c1=O
→ 4	103	13	-1	3.8	5	8	3	-5
- CCOCCCN1C(=O)C(=O)N(CC(=O)N2c3ccccc3NC(=O)CC2C)C1=O (centres undefined)
→ nt	101	nt	-2	1.4	nt	7	nt	5
- COc1ccccc1CNC(=O)c1sccc1-c1ccccc1
→ 10	100	5	0	-0.9	-2	7	14	?
- O=C(c1ccc(Cl)c(S(=O)(=O)N2CCCC2)c1)N1CCN(c2ncccn2)CC1
→ 2	91	-11	-5	2.5	6	0	0	33
- COc1ccc(-c2[nH]ncc2CN2CCCC(C(=O)c3cccc(OC)c3)C2)cc1 (centres undefined)
→ 4	103	-16	0	1.3	0	1	-1	-10
- CCOc1cccc2cc(-c3nnc(NCc4ccco4)s3)c(=O)oc12
→ 4	109	8	14	2.2	3	-2	31	-21
- CCc1c(C)nc2ncnn2c1N1CCC(C(=O)Nc2ccccc2)CC1
→ 2	78	1	6	-1.4	1	-12	-5	-3
- COc1ccc(CN(C)C(=O)c2ccc3c(=O)n4c(nc3c2)CCC4)c(OC)c1
→ -1	108	-17	-5	1.0	0	12	5	-10
- O=C(N/N=C/c1cccc(OCc2ccccc2)c1)c1ccc(Br)cc1
→ -2	102	6	-2	1.0	4	13	16	-7
- COc1ccc(C)cc1NC(=O)CSc1ccc(-c2sc(C)nc2C)nn1
→ -1	89	-5	5	4.1	-4	-16	-12	-4
- CCOC(=O)N1CCC(NC(=O)CS(=O)Cc2nc(-c3ccc(OC)c(OC)c3)oc2C)CC1 (centres undefined)
→ 0	108	-8	-3	0.4	-1	-10	4	-2
- Cn1cnnc1SCC(=O)Nc1ncc(C(F)(F)F)cc1Cl
→ 8	101	-12	0	-2.3	0	-37	2	-21
- O=C(Nc1ccc(S(=O)(=O)N2CCCCC2c2cccnc2)cc1)c1c(F)cccc1F (centres undefined)
→ -4	104	-6	0	2.4	-3	-17	-5	9
- Cc1cc(NC(=O)CSCC(=O)NCc2cccc(C(F)(F)F)c2)no1
→ -2	104	-5	-6	-0.9	3	-8	0	2
- COc1ccc(N2C(=O)c3ccccc3NC23CCCCC3)cc1
→ -1	88	-10	-2	-0.6	4	9	2	-3
- CC(=O)Nc1ccc(S(=O)(=O)N2CCN(C(=O)c3ncoc3-c3cccc(C)c3)CC2)cc1
→ 7	100	-6	0	0.2	1	1	12	2
- COc1ccc(NS(=O)(=O)c2ccc(Cl)c(NC(=O)c3cccnc3Cl)c2)cc1
→ -1	103	-10	-4	0.5	0	-14	0	6
- CC(C)CC(=O)CN1C(=O)C2(OCCO2)c2ccccc21
→ 1	85	-6	-5	4.3	1	-7	1	8
- O=C(CCn1c(=O)c2ccccc2n(CC(=O)N2CCN(c3ccccc3)CC2)c1=O)NCc1ccco1
→ 1	97	7	-2	-1.4	-2	-15	-2	7
- N/C(=N\OS(=O)(=O)c1cccc([N+](=O)[O-])c1)c1ccncc1
→ 2	117	0	-4	1.2	0	-4	0	3
- O=C(Nc1cccnc1)c1ccc2ccccc2c1O
→ -6	98	3	-2	1.4	-1	-7	-26	57
- O=C(N/N=C/c1sc(N2CCOCC2)nc1-c1ccccc1)c1ccccc1Cl
→ -1	92	2	-2	-1.6	-3	1	0	16
- CC(=O)c1ccc(NS(=O)(=O)Cc2ccccc2)cc1
→ 3	107	8	-3	1.2	-3	4	2	-6
- Cn1c(-c2ccc(C=O)s2)nc2ccccc21
→ -2	97	-3	-3	0.8	-1	1	6	5
- CN1CCN(C(c2cccc(C(F)(F)F)c2)c2nnnn2Cc2ccccc2)CC1 (centres undefined)
→ 4	99	-5	3	1.7	-1	-18	-7	-1
- CCc1ccc(-c2nc(SCC(=O)NC3CC3)n[nH]2)cc1
→ 6	80	0	-1	-1.2	0	6	-6	-7
- COc1ccc(CCNC(=O)Cn2cnc3c(nnn3Cc3ccccc3F)c2=O)cc1OC
→ 0	109	-17	2	3.0	1	10	-9	3
- Cc1sc2nc(SCc3nc4ccccc4[nH]3)n(Cc3ccco3)c(=O)c2c1C
→ 3	100	-1	13	4.6	3	-4	23	7
- CC1CCCCC1NC(=O)NC(=O)CCl (centres undefined)
→ 7	88	-7	-5	2.7	-2	11	2	-3
- CC(=O)Nc1ccc(NC(=O)CSCCc2ccccn2)cc1
→ -2	88	3	-4	2.8	1	-1	-5	-6
- N#Cc1c(N)n(CCOC(=O)c2cccc([N+](=O)[O-])c2)c2nc3ccccc3nc12
→ 0	99	-4	6	4.7	1	7	4	-1
- CCOc1ccccc1C(=O)OCC(=O)NCC1CCCO1 (centres undefined)
→ nt	93	nt	1	-1.8	nt	6	nt	-7
- COc1cccc(OC)c1C(=O)Nc1sc2c(c1C(N)=O)CCN(Cc1ccccc1)C2
→ -1	109	-2	4	2.9	23	-6	-21	10
- COc1cc2c(cc1OC)-c1nnc(-c3cccs3)n1C(C)(C)C2
→ 2	102	-1	-1	2.3	-1	-2	6	-9
- Cc1c(Cl)cccc1NC(=O)CC1Sc2ccccc2NC1=O (centres undefined)
→ -2	105	-2	0	1.8	2	0	-2	6
- CC(C)(C)NCc1cc2ccccc2[nH]c1=O
→ 6	103	1	-3	1.7	2	-13	-6	-2
- Cc1ccc(C)c(NC(=O)CN(C)C(=O)c2ccncc2)c1
→ -2	93	8	-4	-1.2	-1	2	11	-27
- CCOC(=O)c1oc2ccccc2c1NC(=O)C1CCCCC1
→ -3	110	4	-6	3.1	2	-3	1	-1
- CCOc1ccc(S(=O)(=O)Nc2ccccc2C(=O)NCC2CCCO2)cc1 (centres undefined)
→ 2	67	13	-2	1.0	1	2	2	3

Structures listed so far that contain an NH in an aromatic ring (7):
The line under a structure holds: CTSL1 counter	CR mimetic SO	EBNA-1 inh	PP1 inh	PP5 inh	TPT1 inh	ZTA counter	HCV core dimer	GASC-1 inh
- Cn1c(SCC(=O)NCc2ccccc2)nc2c([nH]c3ccccc32)c1=O
→ 6	95	-2	-1	-0.5	0	-17	5	-11
- Cc1nc2c(C(=O)NCc3ccccc3)c[nH]n2c(=O)c1Cl
→ 4	103	6	2	-1.1	3	10	12	-1
- Cc1ccc(C)c(N(C)C(=O)c2cc3c(=O)[nH]c4ccc(C)cc4c3s2)c1
→ 3	110	-1	2	0.6	-2	13	12	2
- COc1ccc(-c2[nH]ncc2CN2CCCC(C(=O)c3cccc(OC)c3)C2)cc1 (centres undefined)
→ 4	103	-16	0	1.3	0	1	-1	-10
- CCc1ccc(-c2nc(SCC(=O)NC3CC3)n[nH]2)cc1
→ 6	80	0	-1	-1.2	0	6	-6	-7
- Cc1sc2nc(SCc3nc4ccccc4[nH]3)n(Cc3ccco3)c(=O)c2c1C
→ 3	100	-1	13	4.6	3	-4	23	7
- CC(C)(C)NCc1cc2ccccc2[nH]c1=O
→ 6	103	1	-3	1.7	2	-13	-6	-2
